# Screening data (PubChem BioAssay)
# HEK293 NOD2/NF-kB = NOD2 signaling inhibitors, cell-based, luminescence, uHTS, HEK293 (AID 1566). HEK293 NOD2/NF-kB luciferase reporter, luminescence; higher % means a stronger effect. inhibition, % at 4 µM; hits with a dose series show EC50 in µM. actives 0.63% (n = 290,000); note: many of its hits are not listed in these tables
# PhoP inhibition = inhibitors of PhoP regulon expression, primary screen, Salmonella Typhimurium, GFP reporter (AID 1863); inhibition, % at 50 µM, or IC50 in µM where a hit was titrated; actives 0.16% (n = 300,000); S. Typhimurium PhoP-regulated promoter GFP reporter, 4 h; higher % means a stronger effect;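 active = inhibition over 29.93%, a cutoff 3 SD above the screen mean, later confirmed by dose response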;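 note: 0% = low Mg2+ inducing control and 100% = high Mg2+ repressing control; strong numbers were not always called active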
# Siah-1 displacement = blockers of Siah-1 interaction with plectin peptide – biochemical, fluorescence polarization, rhodamine-plectin, uHTS, primary screen (AID 1817) | Siah-1 / rhodamine-plectin peptide fluorescence polarization; higher % means a stronger effect | actives 0.02% (n = 290,000) | displacement, % at 20 µM; hits with a dose series show IC50 in µM;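 active = displacement of at least 50% at 20 µM, with a fluorescence ratio check between 0.3 and a set limit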;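 note: plate controls were Siah plus tracer with DMSO for no effect and tracer alone without Siah for full effect; strong numbers were not always called active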
# KOR beta-arrestin-1 = KOR antagonists, beta-arrestin recruitment, cell-based, luminescence, uHTS (AID 1778); KOR beta-arrestin recruitment, luminescence, antagonist mode; higher % means a stronger effect; inhibition, % at 10 µM; hits with a dose series show IC50 in µM; actives 0.091% (n = 290,000); note: strong numbers were not always called active
# HIV peptide binding = cell-free HIV fusion peptide-binding blockers – biochemical, uHTS, fluorescence dequenching, primary screen (AID 1986); cell-free peptide binding, fluorescence dequenching, 30 min; higher % means a stronger effect; inhibition, % at 20 µM; hits with a dose series show IC50 in µM; actives 0.3% (n = 290,000); in the data active = inhibition mostly above about 52%, no sharp cut-off; inactive = mostly below about 76%; note: some results filed as inactive read as strong as hits
# NOD1 NF-kB reporter = NOD1 signaling inhibitors, primary screen, cell-based, luminescence, uHTS (AID 1578); NOD1-driven NF-kB luciferase reporter cells, luminescence; higher % means a stronger effect; inhibition, % at 4 µM, or EC50 in µM where a hit was titrated; actives 1% (n = 290,000); in the data active = inhibition mostly above about 36%, no sharp cut-off; inactive = mostly below about 34%;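 note: HEK-293T reporter cells stimulated with the NOD1 agonist gamma-tri-DAP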
# KOR beta-arrestin-2 = kappa opioid receptor activators – cell-based, luminescence, uHTS, primary screen (AID 1777); KOR beta-arrestin recruitment, luminescence; higher % means a stronger effect; activation, % at 10 µM; hits with a dose series show EC50 in µM; actives 0.02% (n = 280,000); in the data active = activation above about 50%, passing the limit was not always enough; note: a part of the inactive calls stands beside numbers as strong as those of hits
# LYP inhibition = inhibitors of LYP phosphatase, biochemical, fluorescence intensity, uHTS (AID 1779); actives 0.054% (n = 290,000); recombinant LYP phosphatase, fluorescence intensity; higher % means a stronger effect; inhibition, % at 11.5 µM; hits with a dose series show IC50 in µM;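 note: plate controls were vehicle with enzyme for no effect and no enzyme for full effect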
# Myeloid diff MLP = myeloid differentiation induction | ER-HoxA9 myeloid progenitors, lysozyme-GFP differentiation, flow cytometry | calls only at 10 µM | actives 1% (n = 360,000);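 active = normalized GFP-positive differentiation at or above the plate's own cutoff, the solvent-only control mean plus 3 SD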;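 note: cells exposed to compound for four days before flow analysis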
# Myeloid diff MLP GFP+ MAC1+ % = recorded beside Myeloid diff MLP, whose call it bears; GFP+ MAC1+ double positive, %; measured here: differentiation confirmed by MAC1 staining
# Starred values were filed as active, the others as inactive; i = inactive; x = no result given; + = active, no number; [ ] = dose if it differs, or a comment. Cut-off read from the data, not from the text of the source, unless noted: active = inhibition above about 50%; inactive = the rest. Some of the compounds tested; the hit share may differ from the screen's.
cpd	structure	HEK293 NOD2/NF-kB	PhoP inhibition	Siah-1 displacement	KOR beta-arrestin-1	HIV peptide binding	NOD1 NF-kB reporter	KOR beta-arrestin-2	LYP inhibition	Myeloid diff MLP	Myeloid diff MLP GFP+ MAC1+ %
1	O=C1C=C(c2ccccc2)C[C@H](c2cccs2)[C@H]1n1cnc([N+](=O)[O-])c1	3%	9%	2%	9%	4.1%	-25%	-1.5%	4%	i	0.6
2	CCN(CC)CCOC(=O)c1ccccc1Br	6%	-2%	27%	33%	-1.8%	-14%	-1.3%	-6%	i	0.3
3	CN(C(=O)COC(=O)c1cc(S(=O)(=O)N2CCCCC2)ccc1N1CCOCC1)C1CCS(=O)(=O)C1 (stereo not drawn)	10%	-9%	3%	-2%	-0.1%	0%	2.5%	-3%	i	0.1
4	CCOc1ccccc1C(=O)Nc1nnc(Cc2ccc(OC)c(OC)c2)s1	28%	-3%	-3%	-53%[20 µM]	2.4%	6%	6.4%	-2%	i	0.3
5	Cc1ccc(S(=O)(=O)NNC(=O)c2cc3cc4ccccc4nc3s2)cc1	20%	1%	1%	-19%	13%	17%	4.5%	6%	i	1.2
6	CCNC(=O)CSc1nc2ccccc2c(=O)n1-c1cccc(OC)c1	12%	0%	16%	-1%	-2.1%	-21%	-2.5%	-4%	i	0.1
7	Cc1nn(C)c(Oc2cccc(Cl)c2)c1C(=O)Nc1ccc(F)cc1	4%	-6%	-2%	-21%	-0.5%	3%	5.3%	-1%	i	6.7
8	CN(C)c1ccc(C=C2C(=O)OC3(CCCC3)OC2=O)cc1	-10%	x	14%	-11%	8.5%	3%	1.5%	-2%	i	0.1
9	CCOC(=O)N1CCN(C(=O)COc2ccc(Cl)c(C)c2)CC1	-8%	6%	-1%	-13%	3.0%	-16%	4.2%	5%	i	0.3
10	Cc1nnsc1C(=O)N1CCN(c2ccc(C#N)cn2)CC1	1%	x	5%	31%	1.3%	-11%	-2.8%	0%	i	0.4
11	COc1ccc(-c2noc(C(=O)NCc3ccccc3Cl)n2)cc1OC	5%	-5%	-1%	9%	-0.4%	-12%	-0.6%	-1%	i	0.2
12	O=C(c1cccc(C(F)(F)F)c1)N1CCc2c([nH]c3ccccc23)C1C(F)(F)F (stereo not drawn)	18%	-11%	12%	11%	1.5%	4%	-1.8%	-4%	i	0.6
13	CCCN1CCN(C(=O)c2ccc(Sc3ccc(C)cc3)c(NC(C)=O)c2)CC1	10%	-4%	0%	11%	2.9%	-7%	-4.4%	-2%	i	0.7
14	Cc1ccc(NC(=O)CCN2C(=O)C3C4CCC(C4)C3C2=O)cc1[N+](=O)[O-] (stereo not drawn)	12%	0%	-3%	-31%	-0.2%	-17%	3.6%	-6%	i	0.6
15	Cc1cccc(NC(=S)NC2CC3CCC(C2)N3Cc2ccco2)c1 (stereo not drawn)	-4%	9%	-1%	0%	-0.8%	11%	5.4%	-11%	i	5.8
16	C=CCO/N=C(/C)c1ccc(Oc2cnccn2)cc1	-1%	6%	22%	-2%	-0.4%	-26%	-0.4%	-6%	i	0.9
17	COc1cc(OC)cc(C(=O)N2CCN=C2SCc2cccnc2)c1	14%	8%	-1%	4%	1.3%	-3%	5.9%	-6%	i	0.5
18	COCCCNC(=S)Nc1ccc(C)cc1[N+](=O)[O-]	-10%	-8%	1%	-19%	-0.8%	-30%	0.0%	1%	i	0.6
19	Nn1cc(-c2ccccc2)nc1SCC(=O)NCCc1ccccc1	16%	4%	2%	-14%	-2.6%	-4%	-2.1%	-6%	i	0.8
20	Nc1c(C(=O)O)sc2nc(-c3ccccc3)c3c(c12)CCCC3	13%	-1%	1%	17%	16%	-13%	0.1%	2%	i	0.1
21	O=C1CC(c2ccc(S(=O)(=O)NCCOc3ccccc3)cc2)CN1 (stereo not drawn)	0%	9%	2%	17%	2.1%	x	-3.4%	-1%	i	1.0
22	c1cc2c3c(cccc3c1)NC1(CCCCCC1)N2	15%	20%	-7%	19%	11%	14%	-5.7%	-16%	i	1.4
23	CCOc1ccc(-c2nnc(NC3=NCCCCC3)o2)cc1	-20%	7%	2%	-36%	1.0%	-53%	-4.1%	0%	i	0.9
24	CCCCC(=O)Nc1ccc(Cl)cn1	5%	1%	6%	0%	0.9%	1%	4.0%	-7%	i	6.5
25	Cc1nc(SCC(=O)Nc2ccc(F)cc2)c2oc3ccccc3c2n1	1%	7%	5%	-143%	-1.7%	-45%	-0.6%	-6%	i	0.8
26	COCCNC(=O)CSc1nc2cc(OC)c(OC)cc2c(=O)n1CCC1=CCCCC1	5%	-6%	0%	-29%	1.0%	-29%	-4.9%	-7%	i	1.8
27	CCOc1ccc(Cc2n[nH]c(=S)n2Cc2ccccc2)cc1	-1%	2%	-2%	-7%	-0.8%	-22%	-3.9%	-7%	i	0.3
28	CC(=O)Nc1ncc2c(n1)CC(c1ccco1)CC2=O (stereo not drawn)	7%	0%	-8%	x	0.8%	20%	-7.1%	-5%	i	0.3
29	CCOc1ccccc1CNCC1CCCO1 (stereo not drawn)	4%	0%	-3%	12%	-3.4%	13%	6.6%	-9%	i	0.8
30	O=C(CCCc1c[nH]c2ccccc12)NCc1cccs1	-14%	-3%	4%	-3%	-1.9%	-49%	-4.0%	-7%	i	0.4
31	Cc1nnc(SCCC#N)n(CCC#N)c1=O	18%	3%	-2%	35%	-0.4%	12%	-7.2%	-8%	i	0.9
32	Cc1ccc2nc(SCC(=O)c3c[nH]c4ccccc34)[nH]c2c1	-7%	-3%	-3%	-158%[20 µM]	4.4%	-20%	-2.6%	-8%	+	0.6*
33	Cc1ccc(C(=O)Nc2cccc(-c3nc4ncccc4o3)c2)cc1	0%	-8%	0%	12%	-2.6%	2%	1.9%	-2%	i	0.4
34	NC(=O)C1CCN(CC(O)COc2ccc(-c3ccccc3)cc2)CC1 (stereo not drawn)	4%	-3%	3%	-76%[20 µM]	1.0%	-13%	-3.5%	-9%	i	1.7
35	O=C(CC1SC(=Nc2ccccc2)N(CCc2ccccn2)C1=O)Nc1ccc(F)cc1 (stereo not drawn)	-6%	-1%	8%	20%	3.5%	-6%	1.2%	-2%	i	0.7
36	CCc1nnc(NC(=O)[C@@H](NC(=O)c2cccc(S(=O)(=O)N3CCOCC3)c2)C(C)C)s1	10%	1%	0%	8%	-1.1%	-24%	-1.9%	-8%	i	1.3
37	O=C(NCc1ccccn1)C1CC(c2ccc(F)cc2)=NO1 (stereo not drawn)	5%	-4%	3%	5%	-2.8%	-5%	-8.2%	-4%	i	0.3
38	CNC(=O)/C(C#N)=C/c1cn(CC(=O)NCc2ccco2)c2ccccc12	-35%	-1%	2%	5%	-0.7%	-43%	-2.2%	-1%	i	0.2
39	CC(NC(=O)c1ccccc1)c1nnc(SCC(=O)NC2=NCCS2)n1C (stereo not drawn)	9%	2%	-1%	11%	1.8%	-8%	-1.7%	-13%	i	0.3
40	CCn1c(SCc2ccc(C#N)cc2)nnc1-c1ccc(S(=O)(=O)N2CCCCC2)cc1	16%	-7%	-3%	11%	-3.1%	20%	-2.6%	0%	i	0.9
41	CC(/C=C/c1ccccc1)=N\NC(=O)c1cc(C)nc2ccccc12	8%	-4%	-2%	12%	-2.7%	1%	5.7%	1%	i	0.3
42	Cc1nc(-c2ccc(S(=O)(=O)N3CCN(CCc4ccccc4)CC3)s2)cs1	-4%	-6%	-4%	1%	-1.0%	-9%	9.3%	-1%	i	0.0
43	COc1cccc(/C=C/C(=O)OCC(=O)N2CCN(S(=O)(=O)c3ccc(Cl)cc3)CC2)c1	7%	-4%	2%	8%	-0.9%	-21%	3.7%	-4%	i	4.1
44	C[C@@H](NC(=O)[C@@H]1Cc2ccccc2CN1)C(=O)Nc1ccc2c(c1)OCCO2	-25%	-5%	1%	-22%	-0.8%	-22%	0.0%	-10%	i	1.1
45	Cc1ccc(S(=O)(=O)N2CCN(C(=O)c3sccc3-c3ccccc3)CC2)cc1	18%	4%	5%	22%	-0.2%	-25%	-0.1%	-8%	i	0.8
46	CCOc1ccc(N(CC(=O)NN=C2CCN(C)CC2)S(C)(=O)=O)cc1	6%	-21%	-7%	34%	-2.2%	2%	4.3%	-7%	i	0.8
47	O=C(N=C1SC2CS(=O)(=O)CC2N1Cc1ccccc1)C1CCCO1 (stereo not drawn)	21%	-2%	-1%	-11%	-0.5%	-5%	-5.8%	-14%	i	1.1
48	CC(C)(C)c1[nH]nc2c1C(c1ccncc1)C(C#N)=C(N)O2 (stereo not drawn)	1%	5%	2%	20%	-2.7%	-9%	9.6%	0%	i	0.5
49	C[C@@H](CO)NC(=O)c1ccc2c3n(nc2c1)-c1ccc(Cl)cc1CO3	-123%	-3%	2%	4%	-1.9%	-12%	2.0%	2%	i	0.4
50	CC(=O)c1c(C)[nH]c(C(=O)OCC(=O)NCCc2ccc(F)cc2)c1C	12%	10%	1%	12%	-0.5%	-1%	1.2%	1%	i	0.8

# Rewritten with two lines to a compound: part of the list above
# Results follow in this order: HEK293 NOD2/NF-kB	PhoP inhibition	Siah-1 displacement	KOR beta-arrestin-1	HIV peptide binding	NOD1 NF-kB reporter	KOR beta-arrestin-2	LYP inhibition	Myeloid diff MLP	Myeloid diff MLP GFP+ MAC1+ %
40. CCn1c(SCc2ccc(C#N)cc2)nnc1-c1ccc(S(=O)(=O)N2CCCCC2)cc1
    16%	-7%	-3%	11%	-3.1%	20%	-2.6%	0%	i	0.9
41. CC(/C=C/c1ccccc1)=N\NC(=O)c1cc(C)nc2ccccc12
    8%	-4%	-2%	12%	-2.7%	1%	5.7%	1%	i	0.3
42. Cc1nc(-c2ccc(S(=O)(=O)N3CCN(CCc4ccccc4)CC3)s2)cs1
    -4%	-6%	-4%	1%	-1.0%	-9%	9.3%	-1%	i	0.0
43. COc1cccc(/C=C/C(=O)OCC(=O)N2CCN(S(=O)(=O)c3ccc(Cl)cc3)CC2)c1
    7%	-4%	2%	8%	-0.9%	-21%	3.7%	-4%	i	4.1
44. C[C@@H](NC(=O)[C@@H]1Cc2ccccc2CN1)C(=O)Nc1ccc2c(c1)OCCO2
    -25%	-5%	1%	-22%	-0.8%	-22%	0.0%	-10%	i	1.1
45. Cc1ccc(S(=O)(=O)N2CCN(C(=O)c3sccc3-c3ccccc3)CC2)cc1
    18%	4%	5%	22%	-0.2%	-25%	-0.1%	-8%	i	0.8
46. CCOc1ccc(N(CC(=O)NN=C2CCN(C)CC2)S(C)(=O)=O)cc1
    6%	-21%	-7%	34%	-2.2%	2%	4.3%	-7%	i	0.8
47. O=C(N=C1SC2CS(=O)(=O)CC2N1Cc1ccccc1)C1CCCO1 (stereo not drawn)
    21%	-2%	-1%	-11%	-0.5%	-5%	-5.8%	-14%	i	1.1
